NPC1 promoter act – activators of NPC1 promoter; Huh7 NPC1 promoter luciferase reporter, 24 h; Potency, µM (top dose mostly 9.22 µM), inactives show at the highest dose activation, hits mostly activators; 320,000 tested, 2.4% active;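 further: potency means the concentration at half of the fitted maximal effect; % of control where 0% means no effect; nearly all actives have a fitted effect of over 60% in size; reporter is driven by a mutant NPC1 promoter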
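NPC1 promoter–luciferase Huh7 cells; 24 h compound; luminescence.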
PKM2 act – increases activity of human pyruvate kinase M2; Potency, µM (titrated, usually from 57.5 µM), for inactives: at the top dose activation, most hits filed as activators; purified PKM2, Kinase-Glo ATP luminescence, activation; response scale: 0% is enzyme alone, no compound; 260,000 tested, 0.34% active; AID 1631; P14618; further: potency means the concentration at half of the fitted maximal effect; on the % scale 0 is the no-effect control and ±100 the full control effect; nearly all actives have a fitted effect of over 55% in size
Target sequence (P14618 whole entry, looked up): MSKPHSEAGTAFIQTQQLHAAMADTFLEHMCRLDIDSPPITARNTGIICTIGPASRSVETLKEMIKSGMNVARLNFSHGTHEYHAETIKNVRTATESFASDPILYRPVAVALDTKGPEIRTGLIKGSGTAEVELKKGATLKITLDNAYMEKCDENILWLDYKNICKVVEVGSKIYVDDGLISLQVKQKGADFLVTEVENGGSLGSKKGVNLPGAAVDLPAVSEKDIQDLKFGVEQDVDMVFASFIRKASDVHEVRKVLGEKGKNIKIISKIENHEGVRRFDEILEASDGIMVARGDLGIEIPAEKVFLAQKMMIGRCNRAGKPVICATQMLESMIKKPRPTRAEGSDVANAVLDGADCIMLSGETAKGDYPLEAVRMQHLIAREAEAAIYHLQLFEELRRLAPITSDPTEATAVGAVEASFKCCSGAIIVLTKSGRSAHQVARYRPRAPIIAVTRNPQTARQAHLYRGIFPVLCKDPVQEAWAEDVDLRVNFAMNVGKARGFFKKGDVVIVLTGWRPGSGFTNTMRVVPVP
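ATP formation by purified human PK-M2, quantified via coupled luciferase luminescence after 1 h at room temperature with 0.1 mM ADP and 0.5 mM PEP final.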
Menin MLL FP TR – displaces Texas Red mutant MLL peptide from human menin | O00255 | Menin + Texas Red MLL mutant peptide, fluorescence polarization | Potency, µM (series often up to 61.6 µM), inactives show at the top dose FP activity change, negative = inhibition, hits mostly inhibitors | 270,000 tested, 0.23% active | AID 1768; active means well fitted inhibition curve with a large enough effect in the polarisation, with a control signal flat, not every such curve was filed as active; inconclusive means small, poorly fitted or top-dose-only effect, or effect the other way, or a change in a side signal; inactive means no such curve, though single readings can be large or run the other way; the % refers to the polarisation; further: potency means the concentration at half of the fitted maximal effect; % of control where 0% means no effect; many of its hits are not listed in these tables
MBNL1 CUG block – blocks human MBNL1 binding to CUG repeat RNA; AID 2675; 280,000 tested, 0.036% active; Q9NR56; Potency, µM (highest dose often 57.5 µM), for the others: at the highest dose activity change, negative = inhibition, hits mostly inhibitors; TR-FRET MBNL1-His/biotin-(CUG)12 binding, 665/545 ratio; active means well fitted inhibition curve with a large enough effect in the signal ratio, with a control signal flat, not every such curve was filed as active; inconclusive means small, poorly fitted or top-dose-only effect, or effect the other way, or a change in a side signal; inactive means no such curve, though single readings can be large or run the other way; the % refers to the signal ratio; further: potency means the concentration at half of the fitted maximal effect; on the % scale 0 is the no-effect control and ±100 the full control effect
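Compounds (final 92 nM to 58 uM) are added to His-tagged MBNL1 and biotin-(CUG)12, then terbium anti-His antibody and streptavidin-XL665 (5 nM final). After 60 min at room temperature, the 665/545 nm ratio is read.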
Rab9 promoter act – activators of Rab9 promoter | AID 485297 | 320,000 tested, 2.8% active | Potency, µM (series often up to 9.22 µM), for the others: at the top dose activation, negative = inhibition, actives largely listed as activators | Huh7 Rab9 promoter-luciferase reporter, luminescence, 24 h; further: potency means the concentration at half of the fitted maximal effect; % of control where 0% means no effect; nearly all actives have a fitted effect of over 60% in size
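Luciferase signal after 10 min detection reagent at ambient indicates Rab9 promoter upregulation; stably transfected Huh7 cells were treated 24 h with compound in DMSO at 37 °C, 5% CO2.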
ELG1 DNA repair – blocks ELG1-dependent DNA repair in HEK293T cells | 330,000 tested, 2.3% active | HEK293T ELG1-luciferase reporter, luminescence, 16 h; DNA damage induced by 5-fluorouridine | Potency, µM (titrated, usually from 46.1 µM), without a hit: top-dose activity change, negative = inhibition, actives largely listed as inhibitors; further: potency means the concentration at half of the fitted maximal effect; on the % scale 0 is the no-effect control and ±100 the full control effect; nearly all actives have a fitted effect of over 55% in size
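Luminescence from the luciferase reporter, measured 30 min after ONE-Glo reagent at room temperature, was the read-out. Beforehand, 2,000 cells per well were exposed for 16 hr at 37 °C to 5-fluorouridine together with compound or vehicle.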
VP16 counter – inhibits Gal4-VP16 luciferase reporter, ROR gamma counter-screen; Drosophila S2 Gal4-VP16 UAS-luciferase, luminescence, 20 h; Potency, µM (top dose mostly 53.6 µM), without a hit: at the highest dose activity, negative = inhibition, usual class: inhibitors; 310,000 tested, 3.5% active; AID 2546;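 further: Gal4-VP16 expression switched on by copper sulfate through the metallothionein promoter; potency means the concentration at half of the fitted maximal effect; on the % scale 0 is the no-effect control and ±100 the full control effect; nearly all actives have a fitted effect of over 50% in size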
RORg inh – ROR gamma (mouse) transcription inhibition. P51450. Drosophila S2 Gal4-RORgamma UAS-luciferase reporter, 20 h. Potency, µM (highest dose often 53.6 µM), inactives show at the top dose activity change, negative = inhibition, actives largely listed as inhibitors. 310,000 tested, 5.4% active. AID 2551; further: potency means the concentration at half of the fitted maximal effect; on the % scale 0 is the no-effect control and ±100 the full control effect; nearly all actives have a fitted effect of over 60% in size
Target sequence (P51450 whole entry, looked up, the tested form may be a part): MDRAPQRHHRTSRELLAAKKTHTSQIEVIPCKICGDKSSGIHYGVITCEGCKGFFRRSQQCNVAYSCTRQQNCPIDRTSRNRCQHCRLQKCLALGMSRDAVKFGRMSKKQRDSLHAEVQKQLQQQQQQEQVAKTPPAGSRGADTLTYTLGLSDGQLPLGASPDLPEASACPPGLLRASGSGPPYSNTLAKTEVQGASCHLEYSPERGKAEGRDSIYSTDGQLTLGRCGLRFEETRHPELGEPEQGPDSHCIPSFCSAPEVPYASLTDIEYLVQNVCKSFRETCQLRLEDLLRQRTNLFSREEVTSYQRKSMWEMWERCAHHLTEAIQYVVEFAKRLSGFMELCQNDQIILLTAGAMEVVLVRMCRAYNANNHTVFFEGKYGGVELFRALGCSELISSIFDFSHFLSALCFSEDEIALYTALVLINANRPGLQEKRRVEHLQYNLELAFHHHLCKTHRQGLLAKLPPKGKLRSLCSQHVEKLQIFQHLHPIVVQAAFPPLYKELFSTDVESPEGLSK
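ROR gamma transcriptional activity was tracked as Gal4-UAS luciferase output in stably transfected Drosophila Schneider cells, with compound added 1 hr before 700 uM copper sulfate induction and a 20 hr ambient-temperature incubation.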
KCNH2 3.1 block – KCNH2 3.1 (human) potassium channel inhibition | 340,000 tested, 0.95% active | activity change, % (tested at about 1.8 µM) | AID 720553 | U2OS KCNH2 3.1, thallium flux FluxOr; active compounds read low;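 active means maximum activity change below -70%; inconclusive means maximum activity change from -70% to -50%; inactive means maximum activity change above -50%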;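 further: thallium influx rate constant from kinetic fluorescence after stimulation buffer; on the % scale 0 is the no-effect control and ±100 the full control effect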
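Thallium flux via FluxOr fluorescence (Red40 quencher, 45 min loading) in U2OS cells virally expressing the KCNH2 3.1 isoform (1.77 x 10^8 /mL virus, overnight at 37 C). Rate constants from 2-min kinetic reads post-stimulation, normalised to positive and negative controls.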
FLuc counter – inhibits or activates purified firefly luciferase, miR-21 counter-screen; P08659; purified FLuc, Km substrates, luminescence inhibition; Potency, µM (highest dose often 57.5 µM), for inactives: at the highest dose activity change, negative = inhibition, usual class: inhibitors; 360,000 tested, 6.9% active;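 further: potency means the concentration at half of the fitted maximal effect; plate controls were vehicle for no effect and reference inhibitor for full effect; nearly all actives have a fitted effect of over 55% in size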
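Purified P. pyralis luciferase (10nM final) with 10uM D-luciferin and 10uM ATP (Km levels) in 50mM Tris acetate pH 7.5, 10mM Mg acetate, 0.01% Tween-20, 0.05% BSA; qHTS 6-point titration, ~60 µM downward; luminescence read.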
Mito fusion act – blocks mitochondrial division or promotes mitochondrial fusion | S. cerevisiae fusion-defective mutant growth rescue, CellTiterGlo 48 h | Potency, µM (series often up to 46.1 µM), for the others: top-dose growth rescue (activation), usual class: activators | 320,000 tested, 0.23% active;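 further: potency means the concentration at half of the fitted maximal effect; % of control where 0% means no effect; nearly all actives have a fitted effect of over 45% in size; temperature-sensitive fusion mutants such as fzo1-1 at 37 °C on non-fermentable ethanol glycerol medium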
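S. cerevisiae fusion-defective temperature-sensitive mutants (e.g. fzo1-1, mgm1-5) grown 48 h at 37C in YPEG (ethanol/glycerol non-fermentable) medium with 23 nl compound per well; growth rescue read as CellTiterGlo luminescence.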
Active calls of the source: *; ? = inconclusive; / = not tested or not shown; [ ] = another dose, or the depositor's remark. Unless noted, the call rests on the fitted dose curve; in most records, active means well fitted curve in the direction sought with a large enough effect; inconclusive means small, poorly fitted or top-dose-only effect, or another doubt; inactive means no such curve, though single readings can be large; an effect the other way counts as inactive or inconclusive. The list is partial; count on the stated rates, not on these rows.

SMILES | NPC1 promoter act | PKM2 act | Menin MLL FP TR | MBNL1 CUG block | Rab9 promoter act | ELG1 DNA repair | VP16 counter | RORg inh | KCNH2 3.1 block | FLuc counter | Mito fusion act
O=C(COc1ccccc1-c1ccccc1)NCc1cccc(Cl)c1 | -3.1% | 13.4% | -8.2% | -15.1% | -4.0% | -19.6% | -10.8% | ? | 4.0 | -0.3% | ?
Cc1onc(-c2ccccc2)c1C(=O)Nc1ccccc1N1CCOCC1 | 3.3% | 4.8% | 2.2% | -3.9% | -1.2% | -3.0% | 1.5% | -5.9% | -31.2 | 2.4% | 0.3%
CCSc1nc2sc3c(c2c(=O)n1CC)CC(C)(C)OC3 | -5.1% | -0.1% | ? | -3.8% | 1.0% | -11.0% | -4.9% | 1.2% | -8.8 | ? | 0.4%
CCO[C@@H]1OC(C(=O)N2CCN(Cc3ccc4c(c3)OCO4)CC2)=C[C@H](C)[C@H]1CCCO | -3.9% | -4.0% | -22.9% | -16.2% | -3.5% | 11.0% | -8.1% | -2.2% | -5.6 | 1.0% | 4.0%
COc1ccccc1NC(=O)CCNS(=O)(=O)c1ccc2c(c1)CC(C)N2C(=O)C1CC1 (stereo unspecified) | 2.1% | / | -0.4% | -1.3% | 0.7% | 1.4% | -5.2% | 3.4% | 6.1 | -0.5% | 0.8%
Cc1cccc(OCC(=O)Nc2ccc(C(=O)c3ccc(C(=O)O)cc3)cc2)c1 | 3.0% | -0.9% | ? | 5.2% | 13.3% | -16.2% | 0.7% | 20.8% | 6.1 | -0.3% | 1.2%
Nc1nnc2c(C(F)(F)F)nc3ccccc3n12 | -5.0% | / | -9.9% | ? | -4.7%[1.84 µM] | 17.2% | -1.0% | -0.7% | 13.1 | -1.0% | -10.0%
Cc1oc(C(=O)O)cc1COc1ccc2c3c(c(=O)oc2c1)CCC3 | 12.2% | -11.8% | -8.6% | 18.0% | 3.8% | 19.9% | -1.6% | 4.8% | -6.5 | ? | -1.7%
O=C(C1COc2ccccc2O1)N1CCN(c2ccccn2)CC1 (stereo unspecified) | 1.4% | / | / | / | -7.5% | -2.6% | / | / | -4.9 | -0.4% | -0.3%
CC1CCCCN1CCCNC(=O)C1CCN(c2nnc(-n3cccc3)s2)CC1 (stereo unspecified) | -1.1% | / | 0.1% | 1.7% | 2.2% | 27.1% | -2.5% | -2.6% | -200.7* | 1.1% | -0.2%
CCOc1ccc(Br)cc1S(=O)(=O)Nc1nc(CN2CCOCC2)nc2sc(C)c(C)c12 | -0.8% | 0.9% | 21.8% | 28.4% | -1.3% | 0.0% | -1.9% | 1.6% | 2.5 | 1.8% | -0.4%
O=S(=O)(Nc1ccc2c(c1)OCCO2)c1ccc(F)cc1 | -1.9% | 11.0% | -10.2% | -0.3% | 17.7% | -15.6% | 13.0% | 0.1% | 1.3 | -0.3% | 6.7%
CCOC(=O)c1cccc(NC(=O)c2cnccn2)c1 | 2.82µM* | 7.2% | 10.0% | -3.5% | ? | ? | 13.2% | 0.3% | -7.1 | -15.6% | -3.2%
O=C(COc1ccccc1)NCCSc1ccccc1 | ? | 2.6% | -5.9% | -16.7% | 12.2% | ? | 7.2% | 31.9% | -8.6 | 26.9µM* | 2.7%
COc1ccc(C2NCCc3sccc32)cc1 (stereo unspecified) | -3.6% | -2.8% | -3.8% | -5.0% | -0.7% | -8.6% | 4.0%[10 µM] | -2.6% | -22.0 | 2.5% | 0.4%
Cc1cnc(C(=O)OCC(=O)c2ccc[nH]2)cn1 | 7.1% | / | / | / | 0.0% | 8.2% | / | / | -1.5 | 1.3% | 4.3%
CCCCOC(=O)c1ccc(NC(=O)CSC2=Nc3ccccc3C3CC=NN23)cc1 (stereo unspecified) | -2.1% | -1.5% | 8.9% | -2.7% | 2.9% | 0.0% | -0.9% | -0.1% | -9.0 | -0.1% | -7.2%
Fc1ccc(Nc2c(-c3ccco3)nc3ccccn23)cc1 | 0.8% | -10.5% | -1.7% | / | 1.2% | ? | 7.5% | 9.2%[10 µM] | -13.3 | ? | -1.0%
Cc1noc(C)c1COC(=O)c1cccnc1Cl | -1.8% | / | 1.9% | -4.1% | 3.7% | -6.3% | -1.9% | 2.0% | -1.9 | -1.2% | 1.2%
CC(C)(C)c1ccc(C(=O)N2CCN(Cc3ccccc3)CC2)cc1 | -7.6% | 1.4% | ? | -17.1% | -4.3% | ? | -8.1% | ? | 8.6 | 0.9% | -2.4%
Cc1noc(C)c1COC(=O)C1CCN(C(=O)c2ccc(Cl)cc2)CC1 | -3.6% | 10.5% | -11.3% | -2.8% | 0.9% | 1.1% | 2.4% | 1.1% | -11.6 | -2.7% | -7.0%
CCN(CC(=O)Nc1ccc(NC(C)=O)cc1)C(=O)CCCSc1nc2ccccc2[nH]1 | -0.7% | / | / | / | -1.4% | 5.4% | / | / | 4.8 | -0.8% | -0.5%
COc1ccc2c(Cl)c(C(N)=O)sc2c1 | 12.9% | 0.4% | 11.1% | 46.0%[activator] | 21.2% | -0.4% | 14.8% | 33.5% | 22.6 | 15.1µM* | 3.8%
CC(=O)Nc1ccc(/C=C/c2nc(-c3ccccc3O)n[nH]2)cc1 | ? | / | ? | 3.3% | 3.55µM* | ? | -5.3% | 0.7% | 7.8 | ? | -19.5%
COCCNC(=O)C(c1ccco1)N(C(=O)Cn1nnc2ccccc21)c1cccc(C)c1C (stereo unspecified) | -1.9% | 0.4% | -12.6% | 4.8% | 1.2% | 0.0% | 1.5% | 11.5% | -5.8 | 4.1% | -0.9%
CN1C=CC=C/C1=C1\SC(=S)N(N)C1=O | -0.9% | -1.4% | 9.1% | ? | 2.4% | 9.0% | -20.6% | 1.3% | 15.9 | -0.2% | 4.8%
CCOC(=O)c1ccc(NC(=O)CSc2ncccn2)cc1 | 2.5% | -7.0% | -3.8% | 4.5% | 0.4% | ? | -3.2% | ? | 2.7 | ? | -8.0%
Cc1onc(-c2ccccc2Cl)c1C(=O)Nc1ncn[nH]1 | -3.6% | 0.4% | -1.8% | / | 1.2% | 5.8% | 0.1% | -16.9% | -4.9 | -1.5% | -5.6%
Cn1cc(C(=O)c2ccc(Cl)cc2Cl)cc1C(=O)N/N=C(\N)COc1ccc(Cl)cc1 | -7.1% | 0.6% | / | -5.2% | -2.6% | 18.3µM* | 3.55µM* | 1.41µM* | -72.6* | 2.6% | -0.1%
O=C(O)c1cnccn1 | -1.6% | -9.8% | 5.7% | -27.3% | -1.5% | -0.9% | 4.3% | -11.7% | -4.0 | 6.3% | 2.0%
C=CCNC(=O)C1CC(=O)N(c2ccc(OCC(=O)Nc3c(C)cccc3C)cc2)C1 (stereo unspecified) | 2.0% | / | 0.7% | -1.7% | 1.1% | 12.2% | -1.8% | -11.7% | 19.6 | 0.8% | 3.5%
CCc1noc(C)c1C(=O)Nc1nc(-c2cc(C)ccc2C)c(C)s1 | -5.2% | 1.5% | -21.1% | 1.5% | 3.1% | ? | -4.5% | -31.2% | 7.2 | 1.7% | 0.1%
Cc1c(O)ccoc1=O | 4.8% | -4.9% | 15.8% | -12.5% | 1.9% | 4.5% | -2.9% | -2.5% | -3.4 | 0.3% | -2.6%
COc1ccc(C2c3cc(OC)c(OC)cc3CCN2C(=O)c2cccc([N+](=O)[O-])c2)cc1OC (stereo unspecified) | -6.3% | / | -20.3% | ? | -1.0%[1.84 µM] | ? | 5.9% | ? | 1.1 | 1.2% | 8.2%
CSCCC(Nc1ncnc2ccc(Br)cc12)C(=O)O (stereo unspecified) | 0.3% | -5.8% | -3.7% | 18.9% | 0.3% | 0.0% | -5.3% | -12.6% | -8.0 | 1.3% | -1.2%
C/C=C/C(=O)Nc1cccc(C(F)(F)F)c1 | 0.8% | 5.4% | -2.2% | -3.8% | -0.8% | ? | -1.3% | 26.5% | 10.5 | 2.5% | 6.0%
COc1ccccc1NC(=O)C(C)OC(=O)C1CCN(S(=O)(=O)c2ccc(C)c(C)c2)CC1 (stereo unspecified) | -7.8% | / | / | / | -2.9% | -25.0% | / | / | 0.2 | 6.0% | ?
CN(CC(=O)Nc1ccccc1Cl)C(=O)COC(=O)/C=C/c1ccc(C(F)(F)F)cc1 | 0.7% | 1.9% | / | 6.0% | 5.5% | 10.3% | 1.8% | 8.8% | 5.4 | -13.3% | 0.7%

Bioassay records (PubChem BioAssay)
